SUMO1 PPI mod: modulators of human SUMO1-mediated protein-protein interactions | P63165 | SUMO1 binding to a labelled peptide, TR-FRET, 1 h | inhibition, % at 20 µM | 360,000 tested, 0.33% active; in the data active = inhibition above about 37%
Target sequence (P63165 whole entry, looked up): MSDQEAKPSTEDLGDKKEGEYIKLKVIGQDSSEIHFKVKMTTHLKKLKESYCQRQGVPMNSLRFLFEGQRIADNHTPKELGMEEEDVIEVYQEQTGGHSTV
MLLE-PAM2 inh: inhibitors of microRNA-mediated deadenylation, human PABP1 MLLE binding; GST-MLLE / FITC-PAM2 fluorescence polarization; inhibition, % at 20 µM; 360,000 tested, 0.36% active; AID 588489; in the data active = inhibition above about 35%, passing the limit was not always enough;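 also: plate controls were DMSO wells with GST-MLLE for no effect and wells lacking GST-MLLE protein for full effect; some results filed as inactive read as strong as hits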
NadD inh: blocks S. aureus nicotinate mononucleotide adenylyltransferase | AID 602399 | purified NadD enzyme, colorimetric absorbance read-out | inhibition, % at 20 µM | 360,000 tested, 0.78% active; in the data active = inhibition above about 26%; also: some compounds past the cut are filed as inactive
LMPTP inh: LMPTP (human) inhibition; inhibition, % at 20 µM; P24666; recombinant LMPTP-A, OMFP fluorogenic substrate, fluorescence intensity; 360,000 tested, 0.22% active; AID 651560;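 active = compounds that cut the enzyme signal by at least half of the control window in the single-dose screen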;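 also: plate controls were DMSO wells with enzyme plus substrate for no effect and substrate without enzyme for full effect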
Target sequence (P24666 whole entry, looked up): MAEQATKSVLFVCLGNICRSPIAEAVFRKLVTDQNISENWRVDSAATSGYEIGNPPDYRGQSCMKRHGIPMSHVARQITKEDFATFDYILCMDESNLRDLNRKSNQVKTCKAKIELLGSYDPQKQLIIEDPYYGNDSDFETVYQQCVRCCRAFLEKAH
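Test system – LMPTP-A enzyme · Amount – LMPTP-A at 0.625 nM final in the reaction · Buffer or medium – Bis-Tris pH 6.0, DTT, detergent · Reagent – OMFP 400 µM · Doses – single 20 µM dose · Schedule – reaction 50 min, room temperature, dark · Detection – fluorescence intensity of OMFP turnover product · Evaluation – percent inhibition versus substrate-only and uninhibited controls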
Tb MetRS inh: blocks T. brucei methionyl-tRNA synthetase activity. purified T. brucei MetRS, ATP depletion, Kinase-Glo luminescence. inhibition, % at 11.9 µM. 360,000 tested, 0.4% active. AID 624268;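 active = inhibition above a per-plate cutoff of the control wells' mean inhibition plus 3 SD, cut at about 5.5% in these data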;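 also: 0% = DMSO wells median and 100% = median of wells with control inhibitor compound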
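technique = Kinase-Glo luminescence, ATP depletion format | system = purified MetRS (methionyl-tRNA synthetase) enzyme from Trypanosoma brucei | timing = 15 min preincubation, 2 h reaction, all 25 °C | evaluation = percent inhibition versus plate control medians | dosing = single dose, 11.9 µM final nominal, 0.9% final DMSO | also added = substrates ATP, L-methionine and bulk Escherichia coli tRNA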
Rpn11 inh: blocks the human proteasome subunit Rpn11; O00487; human 26S proteasome, Ub4-pepOG fluorescence polarization; 20S core pre-blocked with epoxomicin; calls only at 20 µM; 360,000 tested, 0.59% active;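 active = inhibition at 20 µM, scaled to each plate's controls, above about 33%, limit read from the data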
STEP inh: blocks human striatal-enriched tyrosine phosphatase. P54829. recombinant STEP, OMFP fluorogenic substrate, fluorescence. inhibition, % at 20 µM. 360,000 tested, 0.25% active. AID 588621;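 active = inhibition at 20 µM, scaled per plate between control wells, above about 37%, limit read from the data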;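 also: 0% = DMSO with enzyme and substrate and 100% = substrate only without enzyme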
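System: STEP phosphatase, cell-free reaction; Buffer or medium: Bis-Tris pH 6.0 buffer with DTT, detergent; Incubation: 20 min at room temperature, dark; Measured by: fluorescence, 480/540 nm.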
DNMT1 inh: DNMT1 (human) enzyme inhibition. P26358. DNMT1 molecular beacon, Hinp1I cleavage, fluorescence. 360,000 tested, 0.83% active. AID 588458. inhibition (reported as % activation of signal), % at 10 µM; in the data active = inhibition above about 50%
Scp1 inh: inhibitors of human Scp-1 phosphatase; Q9GZU7; Recombinant Scp1, phosphopeptide, malachite green phosphate absorbance; inhibition, % at 20 µM; 340,000 tested, 0.88% active; AID 493091;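 active = inhibition above about 50% at 20 µM, limit read from the data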;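 also: plate controls were DMSO wells with enzyme for no effect and wells lacking enzyme for full effect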
Target sequence (Q9GZU7 76-261 limits assumed): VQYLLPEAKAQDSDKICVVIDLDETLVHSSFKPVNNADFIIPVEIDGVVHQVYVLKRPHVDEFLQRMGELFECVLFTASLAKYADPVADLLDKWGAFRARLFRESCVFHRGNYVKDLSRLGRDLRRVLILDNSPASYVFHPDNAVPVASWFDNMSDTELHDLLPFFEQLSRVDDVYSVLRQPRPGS
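Material: truncated SCP-1 phosphatase (76-261aa) / Buffer or medium: 50 mM Tris acetate pH 5.5, 0.005% Tween-20, 10 mM MgCl2 / Compound dosing: one concentration, 20 µM, with 1.0% DMSO / Incubation: 45 min room-temperature reaction, 5 min colour, 30 min stabiliser / Detection: colorimetric free-phosphate detection, absorbance 630 nm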
CSN inh: blocks human CSN-mediated cullin deneddylation. 360,000 tested, 0.38% active. inhibition, % at 12.5 µM. AID 651999. Purified CSN, SCF-Nedd8-OG deneddylation, fluorescence polarization;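 active = pattern-corrected inhibition above about 35%, with an unprinted fluorescence ratio check between 0.5 and 1.5, limit read from the data, passing the limit was not always enough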;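 also: 0% = enzyme with substrate and 100% = substrate without enzyme; some results filed as inactive read as strong as hits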
Target sequence (Q92905 whole entry, looked up, one chain of several): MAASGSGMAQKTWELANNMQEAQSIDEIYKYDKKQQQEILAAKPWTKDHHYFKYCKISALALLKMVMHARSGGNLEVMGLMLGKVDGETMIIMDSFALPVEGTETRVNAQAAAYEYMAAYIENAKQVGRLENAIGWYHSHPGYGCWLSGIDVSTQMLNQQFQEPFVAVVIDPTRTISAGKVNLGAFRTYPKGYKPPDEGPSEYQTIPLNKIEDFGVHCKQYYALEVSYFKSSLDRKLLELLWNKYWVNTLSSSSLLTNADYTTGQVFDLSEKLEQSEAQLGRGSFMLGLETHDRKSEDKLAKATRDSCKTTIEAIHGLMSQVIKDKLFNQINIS
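Assay system: Purified human Csn5 enzyme expressed in HEK293T cells | Amount: Enzyme 0.24 nM | Measured by: Fluorescence polarization readout | Medium: Tris/NaCl/DTT buffer, pH 7.5 | Compound dosing: One concentration, 12.5 µM, 0.25% DMSO | Times: 90 min incubation of compound, enzyme and substrate at room temperature | Control set: no-enzyme wells high, enzyme-with-substrate wells low | Read-out: % inhibition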
Numbers without * were called inactive; i = inactive; . = not tested or not shown.

1. CCOc1ncccc1C(=O)N1CCN(C(c2ccccc2)c2ccccc2)CC1
2. S=C(Nc1ccccc1)N1CCN(C/C=C/c2ccccc2)CC1
3. C/C(=N\N=C1\NC(=O)C(CC(=O)Nc2ccc(C)c(Cl)c2)S1)C(C)C (centres undefined)
4. CC(SC1=NCCN1S(=O)(=O)c1ccccc1)c1ccccc1 (centres undefined)
5. C=CCN(C(=O)CNC(=O)c1ccco1)C(C(=O)NC1CCCC1)c1ccc(OC)cc1 (centres undefined)
6. Cc1ccc(C(=O)NC2CCc3ccccc3C2=O)cc1 (centres undefined)
7. Cc1ccc(S(=O)(=O)N(Cc2ccccc2)c2ccccc2C(=O)Nc2ccccc2C(=O)NCc2ccco2)cc1
8. O=c1[nH]c(N2CCc3ccccc3C2)nc2c1CCC2

Compound	1	2	3	4	5	6	7	8
SUMO1 PPI mod	2	1	-1	2	-2	0	4	1
MLLE-PAM2 inh	-1	-104	8	10	2	-1	8	-9
NadD inh	1	1	-3	-2	-9	-3	9	6
LMPTP inh	0.6	0.7	-0.4	2.3	-0.8	-0.1	2.9	-1.0
Tb MetRS inh	-0.1	2.6	-0.9	-0.2	-0.3	-0.8	0.0	-0.9
Rpn11 inh	i	i	i	i	i	i	i	i
STEP inh	3	3	-5	-4	-1	-1	0	0
DNMT1 inh	1	-21	4	0	0	2	-8	5
Scp1 inh	-5	5	-1	4	-7	-3	-17	-9
CSN inh	2	-1	1	0	1	0	-5	4

9. Cc1nn(C)c(Cl)c1CN1CCC(CO)(CCOc2ccccc2)CC1
10. Cc1cc(C)c2cc(N)c(Cl)nc2n1
11. O=C(NCCN1CCOCC1)/C(=C/c1ccco1)NC(=O)c1ccccc1
12. COc1cc(C(=O)NC(C)c2cccc3ccccc23)cc(OC)c1OC (centres undefined)
13. COc1ccccc1NC(=S)N(Cc1cccnc1)Cc1ccccc1Cl
14. CC(NO)C(C)(C)NO (centres undefined)
15. Cn1c(-c2ccc(F)cc2)cnc1NCc1ccc(C#N)cc1
16. O=C(CSc1nc(-c2ccccc2)nc2ccccc12)Nc1cccc(C(=O)O)c1

Compound	9	10	11	12	13	14	15	16
SUMO1 PPI mod	-3	-4	5	3	-1	-3	4	11
MLLE-PAM2 inh	-2	-17	5	-1	-48	16	1	-10
NadD inh	-2	7	1	-1	1	-2	3	5
LMPTP inh	0.8	0.2	2.6	-0.7	-0.2	-3.5	0.2	-0.4
Tb MetRS inh	-1.8	-0.9	-0.5	-1.9	-0.3	-0.6	-1.1	0.1
Rpn11 inh	i	i	i	i	i	i	i	i
STEP inh	-5	-1	-1	1	2	2	-2	2
DNMT1 inh	6	3	1	3	0	-5	1	2
Scp1 inh	1	.	-2	-4	-4	-4	0	24
CSN inh	-1	4	-4	0	-7	5	-3	-1

17. CCOc1ccccc1N1CCN(C(=O)CN2C(=O)NC3(CCCC3)C2=O)CC1
18. CC(=O)C1=C(S(=O)(=O)c2ccc(C)cc2)CS(=O)(=O)C1
19. Cc1cccc(C(=O)N2CCCC(Nc3ccc(F)c(F)c3)C2)n1 (centres undefined)
20. COc1cccc(C(=O)Nc2cc(C)c3c(=O)oc4ccccc4c3n2)c1
21. Cc1ccc(C)c(NC(=O)Cn2nc([N+](=O)[O-])c(Br)c2C)c1
22. CCOc1ccc2nc(NC(=O)CN3CCC(n4nnc5cc(C(F)(F)F)ccc54)CC3)sc2c1
23. CCCn1c(SCC(=O)Nc2ccc(C)c(S(=O)(=O)N3CCOCC3)c2)n[nH]c1=O
24. Cc1cc(Nc2ccc(F)cc2C)n2nc(C)nc2n1

Compound	17	18	19	20	21	22	23	24
SUMO1 PPI mod	4	1	-3	-14	0	-3	1	6
MLLE-PAM2 inh	4	26	9	-2	-2	-2	0	2
NadD inh	-3	4	-5	-3	-4	5	1	-5
LMPTP inh	0.2	0.4	-0.9	2.1	0.9	1.1	-1.0	0.5
Tb MetRS inh	-0.5	-0.5	-0.7	-0.1	0.3	-0.1	-1.6	-0.2
Rpn11 inh	i	i	i	i	i	i	i	i
STEP inh	-2	8	2	2	-7	3	-2	-1
DNMT1 inh	1	4	-1	-1	2	-9	13	-1
Scp1 inh	-6	-5	-4	-9	-8	-13	3	2
CSN inh	1	-2	2	5	4	1	-12	0

25. COc1ccccc1NS(=O)(=O)c1ccc(OC)c(OC)c1
26. O=C(/C(=C/c1ccccc1)c1ccccc1)N1CCCCC1
27. CCN(C(=O)C(=O)c1c[nH]c2ccccc12)c1ccccc1
28. C=CCn1c(SCC(=O)NC2(C)CCS(=O)(=O)C2)nc2ccccc21 (centres undefined)
29. Cn1c2ccccc2c2cc(/C=N/NC(=O)c3ccc(N)cc3)ccc21
30. Cn1c(SCc2ccc(F)cc2)nnc1-c1cnccn1
31. O=C1CN(C(=O)CSc2nc3cc(Cl)ccc3c(=O)n2Cc2ccccc2)c2ccccc2N1
32. O=C(CSc1ccccn1)N1CCc2ccccc21

Compound	25	26	27	28	29	30	31	32
SUMO1 PPI mod	0	-2	-1	-1	2	-3	3	2
MLLE-PAM2 inh	12	-4	9	-2	4	-15	-87	-62
NadD inh	-2	4	-3	1	0	-6	25	5
LMPTP inh	0.1	-1.0	-2.2	-1.4	4.5	-1.5	1.5	-1.3
Tb MetRS inh	0.2	-1.5	0.3	-0.2	-0.4	0.2	0.1	-1.6
Rpn11 inh	i	i	i	i	i	i	i	i
STEP inh	-3	-6	-3	0	1	0	3	-4
DNMT1 inh	1	5	8	3	-2	1	-13	2
Scp1 inh	-4	-1	3	-8	-7	-5	-7	9
CSN inh	4	2	-1	1	6	1	4	3

33. C=CCn1c(=O)c2ccccc2n2c(Sc3nnnn3-c3ccccc3)nnc12
34. NC(=S)N/N=C/c1ccc2cccc(OCc3ccccc3)c2n1
35. CC1(C)Oc2cc3oc(=O)ccc3c3c2C2C1CCC(C)(O3)C2O (centres undefined)
36. CC1(c2ccccc2Cl)NC(=O)N(CC(=O)N2CCc3ccccc32)C1=O (centres undefined)
37. CCCCSCc1nc2nc(Cl)c(Cl)nc2[nH]1
38. CC(C)COC(=O)Nc1nnc(Cc2ccccc2)s1
39. CS(=O)(=O)N1CCN(c2c(Cl)cccc2[N+](=O)[O-])CC1
40. O=C(NC(C(=O)O)c1ccccc1)c1ccccc1 (centres undefined)

Compound	33	34	35	36	37	38	39	40
SUMO1 PPI mod	0	-21	3	-3	1	2	-19	2
MLLE-PAM2 inh	-23	-40	5	-11	-9	-2	-2	0
NadD inh	-4	8	5	1	-4	-1	-3	-5
LMPTP inh	0.3	-1.1	-1.4	-1.7	-0.6	0.8	0.0	-3.7
Tb MetRS inh	-0.7	0.8	0.0	-0.3	0.2	10*	0.5	-0.3
Rpn11 inh	i	i	i	i	i	i	i	i
STEP inh	-1	1	-4	-4	0	2	1	-2
DNMT1 inh	2	2	3	3	7	13	-3	4
Scp1 inh	1	3	.	-10	.	-5	-5	-1
CSN inh	-3	2	2	0	-2	-4	-3	-4

41. C/C(O)=C(/C=NCC(=O)O)C(=O)Nc1nccs1
42. Cc1ccccc1NC(=O)c1ccc(F)c(S(=O)(=O)N2CCN(c3ccccn3)CC2)c1
43. CC(NC(=O)CSc1nc2ccc(N)cc2s1)c1ccccc1 (centres undefined)
44. CC(=O)COc1ccc2c3c(c(=O)oc2c1)CCCC3
45. Cn1ccnc1SCC(=O)c1cccc(Br)c1
46. COc1cccc(C(NC(C)=O)c2nc(-c3ccc4ccccc4c3)cs2)c1 (centres undefined)
47. CCN1CCN(C(=S)NCCc2ccccc2)CC1
48. COc1cccc(C(NC(C)=O)c2nc(-c3cccs3)cs2)c1 (centres undefined)

Compound	41	42	43	44	45	46	47	48
SUMO1 PPI mod	2	2	4	7	2	-21	-4	-11
MLLE-PAM2 inh	2	11	7	-6	-69	10	-107	11
NadD inh	7	-5	-2	-2	-1	-11	-9	1
LMPTP inh	-2.0	0.3	0.2	0.3	-0.6	0.6	-4.1	-0.5
Tb MetRS inh	0.2	0.6	-0.3	-0.4	0.1	-0.2	-0.4	-0.4
Rpn11 inh	i	i	i	i	i	i	i	i
STEP inh	-4	3	-1	5	-3	-2	1	1
DNMT1 inh	-1	-8	-35	4	-2	-6	6	2
Scp1 inh	-9	-3	-6	-8	-3	.	-8	.
CSN inh	-1	-2	6	1	8	5	1	2

Entries of single compounds, looked up by structure:
`COc1cccc(C(NC(C)=O)c2nc(-c3ccc4ccccc4c3)cs2)c1` (centres undefined) reads SUMO1 PPI mod = -21; MLLE-PAM2 inh = 10; NadD inh = -11; LMPTP inh = 0.6; Tb MetRS inh = -0.2; Rpn11 inh = i; STEP inh = -2; DNMT1 inh = -6; Scp1 inh = .; CSN inh = 5
`Cc1ccccc1NC(=O)c1ccc(F)c(S(=O)(=O)N2CCN(c3ccccn3)CC2)c1` reads SUMO1 PPI mod = 2; MLLE-PAM2 inh = 11; NadD inh = -5; LMPTP inh = 0.3; Tb MetRS inh = 0.6; Rpn11 inh = i; STEP inh = 3; DNMT1 inh = -8; Scp1 inh = -3; CSN inh = -2

Source: PubChem BioAssay (several laboratories)
